# GoLoco inh red: inhibitors of human Gai1-RGS12 GoLoco interaction (red fluorophore) | Gai1:RGS12 GoLoco peptide FP, rhodamine, 10 min | Potency, µM (highest dose often 61.6 µM), for inactives: at the top dose activity, negative = inhibition, actives largely listed as inhibitors | P63096 | actives 0.44% (n = 230,000); active = well fitted inhibition curve with a large enough effect, not every such curve was filed as active; inactive = no such curve, though single readings can be large or run the other way; note: % is set by controls: 0 for no effect and ±100 for the full control effect; nearly all actives have a fitted effect of over 30% in size; many of its hits are not listed in these tables
# Target sequence (P63096 whole entry, looked up): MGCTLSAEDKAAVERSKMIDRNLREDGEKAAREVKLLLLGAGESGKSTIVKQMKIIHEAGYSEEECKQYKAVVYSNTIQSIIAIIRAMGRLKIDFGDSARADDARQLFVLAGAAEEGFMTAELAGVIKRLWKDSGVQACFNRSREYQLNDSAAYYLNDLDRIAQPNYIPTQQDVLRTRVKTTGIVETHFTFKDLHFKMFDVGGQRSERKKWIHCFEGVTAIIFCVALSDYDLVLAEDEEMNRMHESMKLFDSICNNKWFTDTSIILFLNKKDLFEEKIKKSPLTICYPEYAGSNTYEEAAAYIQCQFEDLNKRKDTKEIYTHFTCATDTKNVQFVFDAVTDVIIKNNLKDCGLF
# ALDH1A1 block: ALDH1A1 (human) enzyme inhibition; Potency, µM (doses to about 75.3 µM), inactives show at the top dose activity, negative = inhibition, most hits filed as inhibitors; P00352; Purified ALDH1A1, NADH fluorescence, propionaldehyde substrate; AID 1030; actives 7.3% (n = 220,000); active = well fitted inhibition curve with a large enough effect, not every such curve was filed as active; inconclusive = small, poorly fitted or top-dose-only effect, or another doubt; inactive = no such curve, though single readings can be large or run the other way;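 note: plate controls were no enzyme wells and a reference inhibitor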
# Target sequence (P00352 whole entry, looked up): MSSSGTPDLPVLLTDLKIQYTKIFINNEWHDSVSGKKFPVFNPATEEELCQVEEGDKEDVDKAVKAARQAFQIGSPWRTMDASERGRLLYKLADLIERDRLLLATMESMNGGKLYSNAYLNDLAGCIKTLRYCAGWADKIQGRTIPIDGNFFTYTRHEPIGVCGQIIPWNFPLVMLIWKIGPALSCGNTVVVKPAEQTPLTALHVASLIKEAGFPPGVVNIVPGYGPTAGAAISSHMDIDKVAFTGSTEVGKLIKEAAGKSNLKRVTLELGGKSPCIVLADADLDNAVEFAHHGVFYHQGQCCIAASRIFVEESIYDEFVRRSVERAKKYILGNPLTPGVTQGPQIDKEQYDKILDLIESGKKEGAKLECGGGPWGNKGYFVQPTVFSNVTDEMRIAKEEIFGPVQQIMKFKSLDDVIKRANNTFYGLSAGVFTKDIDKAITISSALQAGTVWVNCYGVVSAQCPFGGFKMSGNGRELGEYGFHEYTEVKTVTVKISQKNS
# SMN2 splice enh: enhancers of SMN2 splice variant expression. HEK293 SMN2-luciferase splicing reporter, luminescence, 30-36 h. Potency, µM (highest dose often 46.1 µM), for inactives: at the highest dose activity change, positive = activation, most hits filed as activators. actives 2.8% (n = 210,000). AID 1458; active = well fitted activation curve with a large enough effect; inconclusive = small, poorly fitted or top-dose-only effect; inactive = no such curve, though single readings can be large or run the other way; note: % of control where 0% means no effect; nearly all actives have a fitted effect of over 55% in size
#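 HEK293 cells carry an SMN2 […]–luciferase reporter in which exon 7 inclusion puts luciferase in frame. Cells were plated 10-12 h before compound addition, then incubated 30-36 h at 37C. ONE-Glo luminescence was read; sodium butyrate at 4.5 mM final served as control.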
# * hit, by the source's call; ? = inconclusive; [ ] = another dose, or the depositor's remark. Potency is the fitted concentration of half-maximal effect. A portion of the library; rates above refer to the full screens.
SMILES,GoLoco inh red,ALDH1A1 block,SMN2 splice enh
Nc1nc(SCc2ccccc2[N+](=O)[O-])c2[nH]cnc2n1,-1%[14.2 µM],7%[13.5 µM],-10%[9.22 µM]
NCC(=O)NC1(C(=O)O)CCCC1,3%[14.2 µM],-3%[13.5 µM],-2%[9.22 µM]
NS(=O)(=O)c1nc(S(=O)(=O)O)c2[nH]cnc2n1,-8%[14.2 µM],2%[13.5 µM],-6%[9.22 µM]
CC(=O)Nc1nc2ncc(C=O)nc2c(=O)[nH]1,-1%[14.2 µM],5%[13.5 µM],-21%[9.22 µM]
C[C@H]1[C@H](C)OC(=O)C[C@H](O)C[C@H](O)C[C@H](O)CC[C@H](O)[C@H](O)CC(=O)C[C@H](O)[C@H](C(=O)O)[C@H](O)C[C@H](O[C@@H]2O[C@@H](C)[C@H](O)[C@@H](N)[C@@H]2O)C=CC=CC=CC=CCCC=CC=C[C@@](C)(O)[C@H]1O,27%[14.2 µM],-10%[13.5 µM],-4%[9.22 µM]
Cn1c(=O)c2[nH]c(CCC(=O)O)nc2n(C)c1=O,-1%[14.2 µM],9%[13.5 µM],-1%[9.22 µM]
O=C(O)c1ccccc1NCn1c(=S)sc2ccccc21,-3%[14.2 µM],?,-9%[9.22 µM]
O=CN1CCN(C[C@H](O)CN2CCCCC2)CC1,0%[14.2 µM],-8%[13.5 µM],0%[9.22 µM]
CCC(=O)Nc1ncnc2ncn(C(=O)CC)c12,-3%[14.2 µM],13%[13.5 µM],-5%[9.22 µM]
ON(CCc1ccccn1)Cc1ccccc1,-10%[14.2 µM],-7%[13.5 µM],-2%[9.22 µM]
C/C(=N/NC(=O)c1ccncc1)c1ccccc1Cl,1%[14.2 µM],8%[13.5 µM],0%[9.22 µM]
NC(=O)C/C=C\CC(N)=O,-4%[14.2 µM],-16%[13.5 µM],-13%[9.22 µM]
N#CCCSC(=S)[C@H]1CCCC1=N,2%[14.2 µM],4%[13.5 µM],-10%[9.22 µM]
NCCCc1c(-c2ccccc2)nc(N)[nH]c1=O,4%[14.2 µM],9%[13.5 µM],7%[9.22 µM]
Cc1cc(N)c2cc(NC(=O)Nc3ccc4nc(C)cc(N)c4c3)ccc2n1,15%[14.2 µM],-3%[13.5 µM],8%[9.22 µM]
CC1(C)O[C@@H]2O[C@H]([C@@H]3COC(C)(C)O3)[C@H](N)[C@H]2O1,7%[14.2 µM],-3%[13.5 µM],1%[9.22 µM]
Cc1c(-c2nc(N)nc(C3CC3)c2C)nc(N)nc1C1CC1,5%[14.2 µM],-2%[13.5 µM],1%[9.22 µM]
CC(C)C(=O)Cc1ccc2ccccc2n1,12%[14.2 µM],0%[13.5 µM],-5%[9.22 µM]
Cn1c(=O)c2c(nc(Cc3ccccc3)n2CC(=O)O)n(C)c1=O,6%[14.2 µM],6%[13.5 µM],-10%[9.22 µM]
c1ccc2nc(CC[C@@H]3CCCCN3)ccc2c1,2%[14.2 µM],11%[13.5 µM],19%[9.22 µM]
O=C(Nc1cccc2cccnc12)[C@@H]1[C@@H](C(=O)O)[C@H]2CC[C@@H]1O2,4%[14.2 µM],1%[13.5 µM],-9%[9.22 µM]
COc1ccc(Cc2ccccc2C(=O)O)c2ccccc12,-2%[14.2 µM],8%[13.5 µM],3%[9.22 µM]
N#C/C(=C\Nc1ccccn1)C(=O)c1ccco1,30%[14.2 µM],-2%[13.5 µM],5%[9.22 µM]
OC[C@@H]1O[C@H](n2cnc3c(/C=C(\O)c4ccccc4)ncnc32)[C@H](O)[C@@H]1O,4%[14.2 µM],-7%[13.5 µM],-1%[9.22 µM]
O=C(O)c1cc(-c2ccc3cc4c(cc3c2)OCO4)nc2ccccc12,7%[14.2 µM],-11%[13.5 µM],3.5µM*

# Some of the entries above, reformatted:
Compound | GoLoco inh red | ALDH1A1 block | SMN2 splice enh
CCC(=O)Nc1ncnc2ncn(C(=O)CC)c12 | -3%[14.2 µM] | 13%[13.5 µM] | -5%[9.22 µM]
ON(CCc1ccccn1)Cc1ccccc1 | -10%[14.2 µM] | -7%[13.5 µM] | -2%[9.22 µM]

# Next part.
SMILES,GoLoco inh red,ALDH1A1 block,SMN2 splice enh
CC(C)c1cc(CN(C)C)c(O)c(C(C)(C)C)c1,-3%[14.2 µM],3%[13.5 µM],-4%[9.22 µM]
N[C@H](CO)C(=O)NCC(=O)O,-1%[14.2 µM],-5%[13.5 µM],0%[9.22 µM]
Cn1c(=O)c2[nH]c(CS(=O)(=O)Cc3nc4c([nH]3)c(=O)n(C)c(=O)n4C)nc2n(C)c1=O,-46%[14.2 µM],?,8%[9.22 µM]
Oc1c(Cl)cc(C(c2cc(Cl)c(O)c(Cl)c2)C(c2cc(Cl)c(O)c(Cl)c2)c2cc(Cl)c(O)c(Cl)c2)cc1Cl,0%[14.2 µM],11%[13.5 µM],-31%[inhibitor][9.22 µM]
C[C@@]12CC[C@@H]3[C@@H](CC[C@H]4C[C@@H](O)CC[C@]43C)[C@H]1CC[C@@H]2c1cc(C(F)(F)F)n[nH]1,5%[14.2 µM],3%[13.5 µM],-8%[9.22 µM]
O=C(O)CCc1nc2ccccc2[nH]1,2%[14.2 µM],13%[13.5 µM],-4%[9.22 µM]
ClC(=Nc1cccc2ccccc12)N(c1ccccc1)c1ccccc1,6%[14.2 µM],6%[13.5 µM],4%[9.22 µM]
N=C(N)SCCSC(=N)N,4%[14.2 µM],10%[13.5 µM],-14%[9.22 µM]
C[C@H]1CC(C)(C)C[C@@](OCCN2CCCCC2)(c2ccccc2)C1,-1%[14.2 µM],7%[13.5 µM],-21%[9.22 µM]
Cc1cc(=O)[nH]c2cc3oc4ccccc4c3cc12,3%[14.2 µM],-2%[13.5 µM],-14%[9.22 µM]
CC(=O)n1c(COS(C)(=O)=O)nc2ccccc21,1%[14.2 µM],4%[13.5 µM],-12%[9.22 µM]
c1cncc(CSc2ncnc3nc[nH]c23)c1,4%[14.2 µM],2%[13.5 µM],-4%[9.22 µM]
Cc1cccc(C(=O)O)c1C[C@H]1NCC[C@H]2c3ccccc3N[C@@H]12,6%[14.2 µM],?,-2%[9.22 µM]
CC1=C(CC[C@H](C)CO)O[C@@H]2C[C@@H]3[C@H]4CC[C@H]5C[C@@H](O)CC[C@]5(C)[C@@H]4CC(=O)[C@@]3(C)[C@@H]12,0%[14.2 µM],-10%[13.5 µM],-1%[9.22 µM]
C[C@H](OP(=O)(O)O)[C@H](N)C(=O)O,6%[14.2 µM],-4%[13.5 µM],-5%[9.22 µM]
Oc1ccc(Cl)cc1C=Nc1cnc2ccccc2c1,0%[14.2 µM],-11%[13.5 µM],-1%[9.22 µM]
CO[C@@H]1/C=C\O[C@@]2(C)Oc3c(C)c(O)c4c(c3C2=O)C(=N[C@H]2CC[C@H](O)O[C@@H]2C)C=C(NC(=O)/C(C)=C\C(=O)[C@@H]2C[C@@H]2[C@@H](O)[C@H](C)[C@@H](O)[C@H](C)[C@H](OC(C)=O)[C@@H]1C)C4=O,4%[14.2 µM],-13%[13.5 µM],-16%[9.22 µM]
CN(C)C[C@H]1CCC[C@@H](CN(C)C)C1=O,2%[14.2 µM],-4%[13.5 µM],-12%[9.22 µM]
Cn1c(=O)c2[nH]c([C@@H]3CC(=O)C[C@H](c4nc5c([nH]4)c(=O)n(C)c(=O)n5C)N3)nc2n(C)c1=O,3%[14.2 µM],3%[13.5 µM],-3%[9.22 µM]
O=C(O)C[C@H](S)C(=O)O,6%[14.2 µM],-5%[13.5 µM],7%[9.22 µM]
O=[N+]([O-])c1ccc(S(=O)(=O)Cc2ccccc2)c([N+](=O)[O-])c1,-10%[14.2 µM],1.3µM*,-5%[9.22 µM]
CC(C)=CCNc1ncnc2nc[nH]c12,1%[14.2 µM],1%[13.5 µM],-10%[9.22 µM]
O=S(=O)(c1ccccc1)N1CN2CN(C1)CN(S(=O)(=O)c1ccccc1)C2,7%[14.2 µM],-2%[13.5 µM],0%[9.22 µM]
O=C(O)c1nnsc1COCc1ccccc1,2%[14.2 µM],-10%[13.5 µM],1%[9.22 µM]
c1ccc2c(c1)c1ccccc1n2Cn1c2ccccc2c2ccccc21,6%[14.2 µM],-7%[13.5 µM],-2%[9.22 µM]

# Sorted by SMILES length (largest number first): part of the list above.
SMILES,GoLoco inh red,ALDH1A1 block,SMN2 splice enh
Cc1cc(=O)[nH]c2cc3oc4ccccc4c3cc12,3%[14.2 µM],-2%[13.5 µM],-14%[9.22 µM]
O=C(O)CCc1nc2ccccc2[nH]1,2%[14.2 µM],13%[13.5 µM],-4%[9.22 µM]
O=C(O)C[C@H](S)C(=O)O,6%[14.2 µM],-5%[13.5 µM],7%[9.22 µM]

# Reprinted at random: 5 compounds from above, in no set order.
SMILES,GoLoco inh red,ALDH1A1 block,SMN2 splice enh
C[C@H]1CC(C)(C)C[C@@](OCCN2CCCCC2)(c2ccccc2)C1,-1%[14.2 µM],7%[13.5 µM],-21%[9.22 µM]
O=C(O)C[C@H](S)C(=O)O,6%[14.2 µM],-5%[13.5 µM],7%[9.22 µM]
CC(=O)n1c(COS(C)(=O)=O)nc2ccccc21,1%[14.2 µM],4%[13.5 µM],-12%[9.22 µM]
O=S(=O)(c1ccccc1)N1CN2CN(C1)CN(S(=O)(=O)c1ccccc1)C2,7%[14.2 µM],-2%[13.5 µM],0%[9.22 µM]
O=C(O)CCc1nc2ccccc2[nH]1,2%[14.2 µM],13%[13.5 µM],-4%[9.22 µM]

# Next part
SMILES,GoLoco inh red,ALDH1A1 block,SMN2 splice enh
Cc1c(Cl)c(S(N)(=O)=O)cc(S(N)(=O)=O)c1NC(=O)c1ccc(Cl)cc1,2%[14.2 µM],10%[13.5 µM],0%[9.22 µM]
O=C(SCc1cccc2ccccc12)c1ccc(Cl)cc1,5%[14.2 µM],-3%[13.5 µM],-5%[9.22 µM]
O=C(O)Cc1cccnc1,-12%[14.2 µM],-4%[13.5 µM],0%[9.22 µM]
C[C@@](N)(/C=C\c1ccccc1)C(=O)O,0%[14.2 µM],11%[13.5 µM],-5%[9.22 µM]
CN1CCC(n2[nH]c(-c3ccccc3)c(Cc3ccccc3)c2=O)CC1,-2%[14.2 µM],2%[13.5 µM],-4%[9.22 µM]
O=S1(=O)[C@H]([C@H]2CC3c4ccccc4C2c2ccccc23)[C@@H](N2CCCCC2)[C@@H]1c1ccccc1,4%[14.2 µM],8%[13.5 µM],-21%[9.22 µM]
NCCNC[C@H](O)CO,5%[14.2 µM],0%[13.5 µM],-14%[9.22 µM]
CC[C@@H](Nc1ncnc2nc[nH]c12)C(=O)O,4%[14.2 µM],-17%[13.5 µM],?
CC[C@H]1CC[C@H]2[C@@H]3CC=C4C[C@H](OC(C)=O)[C@@H](N)C[C@@]4(C)[C@H]3CC[C@@]12C,9%[14.2 µM],6%[13.5 µM],0%[9.22 µM]
NCCNC(=S)S,-8%[14.2 µM],3.2µM*,1%[9.22 µM]
N=C(N)SCCON1C(=O)c2ccccc2C1=O,5%[14.2 µM],-3%[13.5 µM],-6%[9.22 µM]
N[C@@H](Cc1cccc([N+](=O)[O-])c1)C(=O)O,-6%[14.2 µM],-9%[13.5 µM],6%[9.22 µM]
O=C(c1ccc([N+](=O)[O-])cc1)[C@@H](Br)[C@@H](Br)c1ccnc2ccccc12,2%[14.2 µM],?,-16%[9.22 µM]
CN(C)Cc1cc(C(=O)O)cc(CN(C)C)c1O,6%[14.2 µM],?,-12%[9.22 µM]
CC[C@](N)(C(=O)O)C(C)C,1%[14.2 µM],-4%[13.5 µM],1%[9.22 µM]
Nc1nc(Cl)cc(NCCO)n1,-2%[14.2 µM],-1%[13.5 µM],-4%[9.22 µM]
O=C(O)CSc1ccc(N=C=S)cc1,3%[14.2 µM],-7%[13.5 µM],-15%[9.22 µM]
O=C(CN1C(=O)c2ccccc2C1=O)NC1(C(=O)O)CCCC1,2%[14.2 µM],8%[13.5 µM],-5%[9.22 µM]
Nc1ccn([C@@H]2O[C@H](COC(=O)C34CC5CC(CC(C5)C3)C4)[C@@H](O)[C@@H]2O)c(=O)n1,-2%[14.2 µM],-9%[13.5 µM],-11%[9.22 µM]
CC1=C/C(=C(/c2ccc(O)c(C)c2)c2ccccc2C(=O)O)C=CC1=O,1%[14.2 µM],7%[13.5 µM],21%[9.22 µM]
Oc1ccc(Cc2nccc3cc(O)c(O)cc23)cc1O,9%[14.2 µM],-8%[13.5 µM],-7%[9.22 µM]
CSc1ccc(NC(=O)[C@H]2CCCC[C@@H]2C(=O)O)cc1,-4%[14.2 µM],-10%[13.5 µM],-9%[9.22 µM]
Nc1nc2c(c(=O)[nH]1)N[C@H](CCNc1ccc(C(=O)O)cc1)CN2,8%[14.2 µM],-9%[13.5 µM],-4%[9.22 µM]
CC(C)C1O[C@H](/C=C\c2ccccc2)OCC1(C)C (some centres not stated),0%[14.2 µM],?,-11%[9.22 µM]
